RSV CPE inhibition – RSV antiviral activity via CPE protection, HEp-2 cells, primary 10 µM value included (AID 2391) | CPE inhibition, % at 10 µM; hits with a dose series show IC50 in µM | HEp-2 cells, RSV-induced CPE inhibition; higher % means a stronger effect | 0.13% of 310,000 active; in the data active = a potency from the dose series; inconclusive = CPE inhibition mostly from about 23% at the one dose, without a potency; inactive = the rest, 99 in 100 with CPE inhibition below about 21%; note: strong numbers were not always called active
Myeloid diff MLP – induction of myeloid progenitor differentiation, primary screen, cell-based, flow cytometry, MLPCN library; ER-HoxA9 myeloid progenitors, lysozyme-GFP differentiation; AID 624256, 2012; calls only at 10 µM; 1% of 360,000 active;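 active = normalized GFP-positive differentiation at or above the plate's own cutoff, the solvent-only control mean plus 3 SD; inconclusive = no clear call, values can overlap the other calls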;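 note: cells exposed to compound for four days before flow analysis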
human PMI inhibitors – human PMI inhibitors, high substrate, primary screen, biochemical, fluorescence intensity, high mannose 6-phosphate (AID 1220). recombinant PMI enzyme, coupled fluorescence intensity; higher % means a stronger effect. Mannose-6-phosphate isomerase (Homo sapiens). inhibition, % at 20 µM, or IC50 in µM where a hit was titrated. 0.66% of 190,000 active
human PMI inhibition – inhibitors of human PMI, primary screen, biochemical, fluorescence intensity, coupled assay (AID 1209); inhibition, % at 20 µM, or IC50 in µM where a hit was titrated; 0.42% of 190,000 active; purified PMI enzyme, coupled fluorescence intensity; higher % means a stronger effect; Mannose-6-phosphate isomerase (Homo sapiens);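 note: plate controls were DMSO vehicle for no effect and wells lacking substrate for full effect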
Salmonella PhoP GFP – inhibitors of PhoP regulon expression, primary screen, Salmonella Typhimurium, GFP reporter (AID 1863); inhibition, % at 50 µM, or IC50 in µM where a hit was titrated; S. Typhimurium PhoP-regulated promoter GFP reporter, 4 h; higher % means a stronger effect; 0.16% of 300,000 active;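 active = inhibition over 29.93%, a cutoff 3 SD above the screen mean, later confirmed by dose response; inconclusive = inhibition over 29.93% but no dose response follow-up; inactive = inhibition at most 29.93% or unconfirmed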;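 note: 0% = low Mg2+ inducing control and 100% = high Mg2+ repressing control; strong numbers were not always called active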
TNAP activators – human TNAP enzyme activators, primary screen, biochemical, luminescent, no phosphate acceptor, uHTS (AID 1001); Alkaline phosphatase, tissue-nonspecific isozyme (Homo sapiens); purified TNAP, luminescent activation assay, no phosphate acceptor; higher activation fold means a stronger effect; one-dose activation fold at 20 µM; EC50 in µM for titrated hits; 0.03% of 200,000 active; in the data active = activation fold from about 3, or a potency from the dose series; inactive = the rest, 99 in 100 with activation fold below about 1.6; note: many of its hits are not listed in these tables
Siah-1 displacement – Siah-1 peptide-binding antagonists, primary screen, biochemical, fluorescence polarization, rhodamine-plectin, uHTS (AID 1817); E3 ubiquitin-protein ligase SIAH1 (Homo sapiens); Siah-1 / rhodamine-plectin peptide fluorescence polarization; higher % means a stronger effect; 0.02% of 290,000 active; one-dose displacement, % at 20 µM; IC50 in µM for titrated hits;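 active = displacement of at least 50% at 20 µM, with a fluorescence ratio check between 0.3 and a set limit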;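 note: plate controls were Siah plus tracer with DMSO for no effect and tracer alone without Siah for full effect; strong numbers were not always called active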
XIAP antagonists – XIAP antagonists, biochemical, IAP family, fluorescence polarization (AID 1018) | E3 ubiquitin-protein ligase XIAP (Homo sapiens) | XIAP BIR domain, fluorescence polarization peptide displacement; higher % means a stronger effect | displacement, % at 20 µM, or IC50 in µM where a hit was titrated | 0.007% of 200,000 active; in the data active = displacement above about 50%; note: a part of the inactive calls stands beside numbers as strong as those of hits
WT yeast gro inh – growth inhibition of WT strain, primary screen, mitochondrial fusion inhibitor project, WT and mutant strains, chemical genetic; mitochondrial fusion phenotypic screen; inhibition, % at 10 µM; 2.1% of 190,000 active; in the data active = inhibition above about 58%; tested in S. cerevisiae
WT yeast gro inh mutant strain – further read-out of WT yeast gro inh, marked with its call; inhibition, %; mitochondrial fusion phenotypic screen, mutant strain inhibition
Myeloid diff MLP GFP+ MAC1+ % – also measured in Myeloid diff MLP; calls as there; GFP+ MAC1+ double positive, %; measured here: differentiation confirmed by MAC1 staining
Starred values were filed as active, the others as inactive; i = inactive; ? = inconclusive; / = not tested or not shown; & = joins results of further samples. Cut-off read from the data, not from the text of the source, unless noted: active = inhibition above about 50%; inactive = the rest.

SMILES	RSV CPE inhibition	Myeloid diff MLP	Myeloid diff MLP GFP+ MAC1+ %	human PMI inhibitors	human PMI inhibition	Salmonella PhoP GFP	TNAP activators	Siah-1 displacement	XIAP antagonists	WT yeast gro inh	WT yeast gro inh mutant strain
CCCc1nc2ccc(NC(C)=O)cc2c(=O)n1Cc1ccc(Cl)cc1	15%	i	0.2	11%	7%	-5%	1.1	-3%	-0.8%	-11	-14
O=C(CCN1CCN(CCO)CC1)Nc1cccc(Br)c1	1.7%	i	0.6	/	/	2%	/	2%	/	/	/
O=C(NCc1cccnc1)c1ccc(COc2ccccc2Cl)o1	11%	i	0.4	/	/	-4%	1.1	6%	-5.2%	-7	-9
Cc1ccc(S(=O)(=O)CCC(=O)OCC(=O)N2CCN(S(=O)(=O)c3ccc(Cl)cc3)CC2)cc1	1.3%	i	0.5	/	/	2%	/	0%	/	/	/
CCn1nc(C)cc1C(=O)N1CCCC(N2CCN(Cc3ccc4c(c3)OCO4)CC2)C1 (stereo not given)	9.2%	i	1.5	/	/	4%	/	0%	/	/	/
Cc1nc(=S)c2c([nH]1)-c1ccccc1CC21CCCCC1	-0.2%	i	0.5	/	/	-15%	/	4%	/	/	/
CCO[C@H]1OC(C(=O)Nc2ccccc2)=C[C@@H](C)[C@@H]1CCCO	2.1%	i	3.8	-2%	4%	-5%	1.1	8%	-3.4%	-7	11
COc1ccc(C(CC(=O)NC(C)c2ccc(-c3ccccc3)cc2)NC(C)=O)cc1 (stereo not given)	0.0%	i	0.3	/	/	12%	/	-2%	/	/	/
O=C(CCc1nnc(CCCCc2ccccc2)o1)NCCCc1cccnc1	-0.9%	i	0.5	/	/	9%	1	-4%	-8.7%	0	-7
Cc1sc2ncnc(Sc3ccccc3C(=O)Nc3ccc(C#N)cc3)c2c1C	3.1%	i	1.2	8%	2%	-1%	1.1	-5%	1.2%	-11	-1
CCc1cc2cc3c(cc2nc1SCC(=O)Nc1cc(C)on1)OCO3	2.8%	i	1.0	-26%	-4%	-10%	1	-2%	-2.0%	-57	-1
Cc1sc2nc(C(C)(C)C)oc(=O)c2c1C	1.3%	i	7.0	-5%	-5%	-4%	1.1	4%	-5.2%	38	5
Cc1ccc(NS(=O)(=O)c2cccc(C(=O)NCC3(N(C)C)CCCCC3)c2)cc1	-3.7%	i	0.8	-2%	-2%	-6%	1	-7%	-4.4%	-11	-8
CC(C)Oc1ccc(C(=O)NCC(=O)O)cc1	0.2%	i	0.9	/	/	-11%	/	14%	/	/	/
Nc1nc(NCc2ccco2)nc(Nc2cccc(F)c2)c1[N+](=O)[O-]	7.4%	i	0.7	/	/	-3%	/	-1%	/	/	/
COc1ccc(C(C)NC(=O)c2ccoc2C)cc1OC (stereo not given)	-0.2%	i	4.9	9%	8%	4%	1.1	6%	-2.4%	-17	-2
CCCCN(CC)CCNC(=O)CN(C)S(=O)(=O)c1ccc2c(c1)c(=O)n(C)c(=O)n2C	0.3%	i	0.9	4%	9%	1%	1.1	0%	-0.2%	-11	-107
COc1ccc(-c2nc(-c3ccncc3)no2)c(OC)c1	11%	i	0.9	/	/	-6%	/	-4%	/	/	/
COc1ccc(NC(=O)ON=C2c3ccccc3-c3ccccc32)cc1	8.0%	i	2.8	46%	10%	33%	0.9	0%	-5.8%	10	12
CN(C)c1ccc(/C=N\NC(=O)c2csnn2)cc1	1.8%	i	0.0	2%	5%	3%	1	-4%	-7.1%	18	-16
COc1ccc(N(C(C)C(=O)N/N=C/c2cccnc2)S(C)(=O)=O)cc1 (stereo not given)	1.8%	i	0.1	1%	4%	-6%	1.1	8%	-3.7%	4	9
O=C(NC(N1CCOCC1)C(Cl)(Cl)Cl)c1ccccc1Cl (stereo not given)	0.2%	i	0.3	3%	-2%	-3%	1.1	3%	-11%	-4	1
Cc1ccc(S(=O)(=O)N(CC(=O)Nc2cccc([N+](=O)[O-])c2)C2CCCCC2)cc1	11%	i	0.8	22%	19%	1%	1	0%	0.4%	38	0
CC(C)c1onc(C(=O)Nc2ccc3c(c2)OCO3)c1[N+](=O)[O-]	0.6%	i	3.2	/	/	-8%	/	0%	/	/	/
COc1ccc(NC(=O)CCN2CCCCCC2)c(OC)c1	0.5%	i	5.5	30%	3%	2%	1	-1%	4.7%	0	6
CN(CC(=O)Nc1ccc(F)cc1)c1ccc(S(=O)(=O)N2CCCC2)cn1	1.2%	i	0.2	1%	-2%	0%	1.1	-1%	1.7%	13	-9
N#CCC(=O)NNC(=S)Nc1ccccc1C(F)(F)F	11%	i	0.7	-10%	-8%	-3%	0.6	-7%	-0.2%	-4	16
COc1ccc(Cn2c(N)c(C#N)c3nc4ccccc4nc32)cc1	4.1%	i	0.9	15%	19%	5%	1.1	-3%	-3.5%	0	1
Oc1ccc(-c2cn3cc(C(F)(F)F)ccc3n2)cc1	1.4%	i	0.3	0%	1%	-3%	1.1	-5%	-4.2%	8	3
O=C(NCc1nc2ccccc2[nH]1)c1ccc(Cl)c(S(=O)(=O)N2CCCC2)c1	7.9%	i	1.1	3%	11%	4%	1.1	-3%	-3.6%	-1	10
Cc1nn(C)cc1S(=O)(=O)N1CCN(Cc2ccc(F)cc2Cl)CC1	0.7%	i	0.5	6%	14%	7%	1.1	7%	-4.5%	9	-1
O=C(Nc1ccc2ccccc2c1)c1cn(-c2ccccc2)nc1-c1cccs1	46%	i	0.7	-2%	8%	18%	1.2	3%	-1.2%	13	3
CC1(C)NC(=O)N(CC(O)CN(c2cccc([N+](=O)[O-])c2)S(=O)(=O)c2ccccc2)C1=O (stereo not given)	-0.2%	i	0.2	/	/	3%	/	4%	/	/	/
CCCCc1nc2ccccc2c(=O)n1NC(=O)c1c(O)c2c(n(CC(C)C)c1=O)CCCC2	/	i	1.5	-7%	-3%	-13%	1	3%	-3.8%	10	1
Cc1cccc(C)c1NC(=O)c1ccc(-n2cnnn2)cc1	2.5%	i	0.2	9%	2%	-3%	1.1	4%	0.7%	2	-7
CCCCS(=O)(=O)N1CCC(C(=O)NCC2CCCO2)CC1 (stereo not given)	-0.5%	i	0.7	/	/	-3%	/	-3%	/	/	/
COC(=O)c1ccc(Oc2c(C)oc3cc(OCc4cnn(-c5ccccc5)c4)ccc3c2=O)cc1	0.2%	i	1.2	21%	23%	-1%	1.1	5%	-5.5%	-5	13
O=C(CCN1C(=O)c2ccccc2C1=O)Nc1ccc(S(=O)(=O)N2CCOCC2)cc1	1.6%	i	1.7	10%	14%	-3%	1.1	-3%	-5.1%	-5	-15
CC(C)(C)c1ccc(/C=C2\Oc3cc(OC(=O)N4CCOCC4)ccc3C2=O)cc1	1.1%	i	1.2	5%	6%	7%	1	-3%	31%	-1	8
CC(Sc1nnc(Cc2ccc([N+](=O)[O-])cc2)o1)C(N)=O (stereo not given)	3.4%	i	10	13%	8%	3%	1.1	5%	-5.0%	9	18
O=C1c2ccccc2C(=O)C12OC(c1ccccc1)C1(C(=O)c3ccccc3C1=O)C2c1cccc([N+](=O)[O-])c1 (stereo not given)	/	/	/	42%	17%	4%	1	4%	0.1%	-5	5
O=C(COc1ccc(F)c(Cl)c1)c1ccc[nH]1	1.3%	i	0.9	15%	6%	-3%	1.1	-9%	2.3%	18	27
COc1ccc(S(=O)(=O)N(CC(=O)NCc2cccnc2)Cc2ccccc2)cc1	1.6%	i	0.7	1%	7%	0%	1.1	5%	-6.2%	-14	-13
CCN(CC)CCNC(=O)c1cn(CC)c2ccc(S(=O)(=O)N(C)C)cc2c1=O	-0.2%	i	0.7	-1%	1%	5%	1.1	1%	-8.2%	-3	-1
O=C(COC(=O)/C=C/c1ccc(S(=O)(=O)N2CCOCC2)cc1)NCc1ccc(Cl)cc1	-0.3%	i	1.2	6%	3%	0%	1.1	6%	-3.7%	0	3
O=C(c1nc2ccccn2c1CNCCn1ccc2ccccc21)N1CCOCC1	-1.2%	i	0.4	/	/	0%	/	12%	/	/	/
CCOP(=O)(OCC)/C(=C/N1CCCCC1)NC(=O)c1ccccc1	1.8%	i	0.2	2%	2%	-2%	1.1	12%	-5.9%	-4	-7
O=C(Nc1ccccc1-c1ccccc1)c1cccs1	-0.4%	i	0.1	1%	10%	1%	1	-5%	-0.2%	15	16
O=C(O)CCn1c2c(c3ccccc31)CCCC2	0.8%	i	1.0	9%	16%	9%	1.1	1%	-2.3%	-13	-33
S=C(NCCc1ccccc1)NCc1cccs1	1.2%	i	0.3	-7%	-7%	10%	1	2%	-2.0%	-10	-1
Cc1occc1-c1nnc(SCC(=O)N2CCOCC2)o1	0.8%	i	1.4	8%	2%	-5%	1.2	6%	-3.9%	10	69
COc1ccc(C(=O)/C=C/c2ccccc2C(F)(F)F)cc1	9.8%	i	2.3	8%	10%	-5%	1.1	1%	-4.3%	23	30
Nc1ccc(S(=O)(=O)Nc2ccnn2-c2ccccc2)cc1	1.7%	i	2.4	/	/	7%&13%	/	3%	/	/	/
COc1cccc(CNC(=O)c2n[nH]c3ccccc23)c1	0.4%	i	0.5	-13%	-13%	6%	1.4	9%	-3.3%	-1	0
COc1ccc(OC)c(NC(=O)Cc2coc3ccc(C)cc23)c1	4.3%	i	4.1	8%	12%	7%	1	2%	-5.0%	2	-4
C=CCN=Cc1sc2ccc(OCC)cc2c1O	2.6%	/	/	16%	20%	-9%	1.1	4%	-4.8%	-12	18
CC1CN(CCCCOc2ccc(F)cc2)CC(C)O1 (stereo not given)	-0.6%	i	0.4	-9%	-9%	1%	1	5%	-4.5%	15	25
CCCCC(=O)Nc1ccc2c(c1)oc1ccccc12	?	i	0.0	0%	2%	-1%	1.1	10%	-2.7%	3	-16

Of the compounds above, 2 have a tert-butyl group.
SMILES	RSV CPE inhibition	Myeloid diff MLP	Myeloid diff MLP GFP+ MAC1+ %	human PMI inhibitors	human PMI inhibition	Salmonella PhoP GFP	TNAP activators	Siah-1 displacement	XIAP antagonists	WT yeast gro inh	WT yeast gro inh mutant strain
Cc1sc2nc(C(C)(C)C)oc(=O)c2c1C	1.3%	i	7.0	-5%	-5%	-4%	1.1	4%	-5.2%	38	5
CC(C)(C)c1ccc(/C=C2\Oc3cc(OC(=O)N4CCOCC4)ccc3C2=O)cc1	1.1%	i	1.2	5%	6%	7%	1	-3%	31%	-1	8

Some of these compounds in order of their number in human PMI inhibition, falling:
SMILES	RSV CPE inhibition	Myeloid diff MLP GFP+ MAC1+ %	human PMI inhibitors	human PMI inhibition	Salmonella PhoP GFP	TNAP activators	Siah-1 displacement	XIAP antagonists	WT yeast gro inh mutant strain
O=C(Nc1ccccc1-c1ccccc1)c1cccs1	-0.4%	0.1	1%	10%	1%	1	-5%	-0.2%	16
O=C(COc1ccc(F)c(Cl)c1)c1ccc[nH]1	1.3%	0.9	15%	6%	-3%	1.1	-9%	2.3%	27
S=C(NCCc1ccccc1)NCc1cccs1	1.2%	0.3	-7%	-7%	10%	1	2%	-2.0%	-1

Source: PubChem BioAssay (several laboratories)
